CaV13 FRET inh: Disruptors of the CACNA1D IQ motif to Ca2+-dependent inactivation inhibitor domain association, primary screening, Förster resonance energy transfer in intact living …. AID 743397. inhibition, % at 12.3 µM. HEK cells, CFP/YFP FRET ICDI-IQ, plate reader, 10 min; percent FRET-ratio fall versus neutral wells. hit rate 0.098% among 340,000;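 active = mean replicate inhibition of at least 30% and at least 1% of replicates passing that level; inconclusive = only one of the two criteria is met; inactive = neither criterion is met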;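 also: 0% = median of the neutral control wells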
NR2E3 ag-1: activates human photoreceptor nuclear receptor NR2E3. GST-NR2E3/biotin-RetCOR TR-FRET, 1536-well. inhibition of corepressor binding, % at 4.78 µM. hit rate 0.12% among 320,000. AID 2300;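 active = percent inhibition above the cutoff of mean plus 3 SD of all tested compounds, set per screening campaign, cut at about 20% in these data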;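 also: 0% = DMSO wells and 100% = biotin wells as full block of FRET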
Target sequence (Q9Y5X4 whole entry, looked up): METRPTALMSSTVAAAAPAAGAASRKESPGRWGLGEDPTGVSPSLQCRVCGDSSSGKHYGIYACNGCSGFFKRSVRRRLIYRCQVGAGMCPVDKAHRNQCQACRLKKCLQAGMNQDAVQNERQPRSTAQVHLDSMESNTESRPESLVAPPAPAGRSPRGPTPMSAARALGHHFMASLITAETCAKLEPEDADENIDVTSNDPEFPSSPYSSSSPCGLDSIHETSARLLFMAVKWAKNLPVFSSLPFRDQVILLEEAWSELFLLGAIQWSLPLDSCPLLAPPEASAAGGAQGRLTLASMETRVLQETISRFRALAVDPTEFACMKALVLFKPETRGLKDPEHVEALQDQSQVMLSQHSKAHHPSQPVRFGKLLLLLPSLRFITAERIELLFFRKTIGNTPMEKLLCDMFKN
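Material: NR2E3–RetCOR corepressor complex / Amount: 1.35 nM GST-NR2E3 / Medium: Tris pH 7.5 / Compound: single nominal compound dose of 4.8 µM / Incubation: 5 h at 4 °C / Technique: TR-FRET, Eu(K)-anti-GST donor, streptavidin-D2 acceptor, ex 340, em 617/671 nm / Read-out basis: percent loss of FRET ratio relative to control wells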
PDI inh: inhibitors of human protein disulfide isomerase; P07237; PDI insulin aggregation turbidity, A650, 90 min; inhibition, % at 10 µM; hit rate 0.052% among 350,000;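 active = mean inhibition across replicates of 30% or more, whatever share of single replicates reach that level; inconclusive = mean inhibition below 30% while every single replicate reaches 30%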;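 also: absorbance from insulin aggregation driven by PDI reduction with DTT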
Target sequence (P07237 whole entry, looked up): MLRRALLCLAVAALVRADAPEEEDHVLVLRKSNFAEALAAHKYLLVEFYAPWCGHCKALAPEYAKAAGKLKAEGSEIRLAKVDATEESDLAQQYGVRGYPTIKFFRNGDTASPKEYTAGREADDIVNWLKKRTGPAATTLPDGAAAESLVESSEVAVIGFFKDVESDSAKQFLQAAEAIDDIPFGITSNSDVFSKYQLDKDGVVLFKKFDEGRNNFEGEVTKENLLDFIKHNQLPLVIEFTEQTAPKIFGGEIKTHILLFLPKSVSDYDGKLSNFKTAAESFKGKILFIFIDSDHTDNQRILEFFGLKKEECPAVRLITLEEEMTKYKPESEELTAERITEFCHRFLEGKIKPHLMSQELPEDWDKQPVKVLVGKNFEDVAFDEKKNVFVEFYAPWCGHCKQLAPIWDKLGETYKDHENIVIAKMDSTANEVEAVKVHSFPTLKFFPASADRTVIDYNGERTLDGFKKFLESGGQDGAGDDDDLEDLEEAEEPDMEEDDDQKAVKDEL
KKLEB cytotox: counter-screen for CF NF-kB inhibitors: cytotoxicity; KKLEB CF airway cells viability, ATPlite luminescence, overnight; hits give low values; cells stimulated with P. aeruginosa culture filtrate; activity change (cytotoxicity), % at 5 µM; hit rate 0.36% among 360,000; AID 602141;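 active = corrected activity change at or below -50% at 5 µM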
NR2E3 ag-2: agonists of human NR2E3 nuclear receptor. Q9Y5X4. CHO-S Gal4-NCOR/VP16-NR2E3 two-hybrid, luciferase. inhibition of corepressor binding, % at 3.98 µM. hit rate 0.35% among 360,000. AID 602229;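 active = inhibition above the mean of all tested compounds plus 3 SD, cut at about 70% in these data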;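 also: 0% = DMSO with NR2E3 transfected cells and 100% = cells lacking NR2E3 construct; higher means lower luciferase signal from less NR2E3 corepressor binding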
CF NFkB block: inhibitors of cystic fibrosis induced NF-kB | KKLEB NF-kB-GFP reporter, PAF-induced, GFP fluorescence overnight | inhibition, % at 5 µM | hit rate 0.86% among 360,000;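 active = at least 50% inhibition at 5 µM, scaled per plate between neutral and stimulator controls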;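 also: PAF is a Pseudomonas aeruginosa culture filtrate used as stimulus; plate controls were PAF-stimulated DMSO wells for no effect and unstimulated DMSO wells for full effect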
HIF-2a block: blocks HIF-2a reporter activity; 786-0 RCC cells HIF-2a reporter, luciferase luminescence, overnight; inhibition, % at 18.8 µM; hit rate 0.72% among 360,000;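 active = inhibition of the luminescence signal of 40% or more relative to plate controls, in a single-dose primary screen at 18.75 µM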
Peg3 prom inh: inhibitors of Peg3 promoter. HeLa PEG-Prom luciferase reporter, luminescence, overnight. inhibition, % at 20 µM. hit rate 1.7% among 360,000. AID 588405;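 active = inhibition of at least 50% at 20 µM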
Vif imaging: blocks HIV Vif function; HEK293T cells, Vif self-association by quenched fluorescence, imaging, 24 h; inhibition, % at 7.49 µM; hit rate 0.35% among 340,000; in the data active = inhibition above about 50%, passing the limit was not always enough; inconclusive = no clear call, values can overlap the other calls; inactive = below about 31%; also: some results filed as inactive read as strong as hits
Shn3 inh set2: reduces Shn3 3'UTR luciferase signal in osteoblasts | Clone20 osteoblast Shn3 3'UTR firefly luciferase, 24 h | inhibition, % at 12.5 µM | hit rate 0.52% among 360,000 | AID 588674;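 active = mean inhibition of at least 75% with every replicate also reaching 75%; inconclusive = mean inhibition at least 75% but some replicate below; inactive = mean inhibition below 75%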;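 also: 0% = median of neutral control wells and 100% = pilot-screen positive control compound; some compounds past the cut are filed as inactive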
MITF TRPM1 inh: reduces MITF-dependent TRPM1 promoter luciferase signal; SK-MEL-5 TRPM1 promoter luciferase, 24 h; inhibition, % at 12.5 µM; hit rate 0.83% among 330,000;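 active = mean inhibition across replicates of 60% or more, whatever share of single replicates reaches that level; inconclusive = some that reach 60%, reason not given; inactive = mean inhibition across replicates below 60%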; also: values of inactives mirror those of a sister screen read the other way
* = called active by the depositor; u = inconclusive; x = no result given.

SMILES	CaV13 FRET inh	NR2E3 ag-1	PDI inh	KKLEB cytotox	NR2E3 ag-2	CF NFkB block	HIF-2a block	Peg3 prom inh	Vif imaging	Shn3 inh set2	MITF TRPM1 inh
CCCCCCCCNS(=O)(=O)CCNCc1ccccc1	-8	x	-1	-19	2	23	14	7	-1	-10	-7
COc1ccc(N=Cc2c(O)c3ccccc3n2C(C)=O)cc1	-5	-1	-3	-18	-16	-47	-274	-163	9	-55	-25
O=C1CC(c2ccccc2)CC(O)=C1C=Nc1ccc(Cl)cc1 (stereo unspecified)	3	1	-2	4	-24	5	-15	-22	27	-10	-5
COc1ccc(OC)c(NC(=O)Nc2nc(C(C)N)cs2)c1 (stereo unspecified)	-6	x	-8	-4	25	1	5	7	5	-2	x
N#Cc1ccccc1S(=O)(=O)N1CCN(Cc2c(O)ccc3ccccc23)CC1	-5	-1	18	-1	13	20	15	2	13	7	9
CC[C@@H](C)[C@@H]1CN([C@@H](C)CN2CCC[C@H]2CN2C(N)=NC[C@H]2CC(C)C)C(=N)N1CCc1ccc(Cl)c(Cl)c1	-10	x	10	-6	0	-9	1	-8	-3	-5	8
CCN(CC)c1ccc(/C=C(/C#N)c2nc3ccc(C)cc3[nH]2)c(OC(C)C)c1	-17	-4	2	-5	-1	-94	-50	-15	x	13	-17
Cn1c(=O)c2c(ncn2CC(=O)OCC(=O)Nc2ccccc2Cl)n(C)c1=O	-1	2	18	0	17	18	9	12	x	-6	-6
Cn1c(Cc2ccccc2)nnc1SCC(=O)NC1CCCCC1	x	6	-3	2	-19	-20	8	7	u	-8	4
FC(F)(F)c1cc(CCN2CCNC[C@@H]2Cc2ccccc2)cc(C(F)(F)F)c1	-5	5	-2	-11	1	25	-2	102*	x	40	81*
CCC(CO)NCc1ccc(OCC(O)c2ccccc2)c(OC)c1 (stereo unspecified)	-2	1	-4	-5	-9	-4	11	-5	0	-9	-9
CCOC(=O)c1csc(NC(C)=O)n1	-7	-1	14	17	-15	11	-27	-8	1	50	-2
CCc1nnc(SCC(=O)NC2CC2)n1CC	-5	5	-2	3	4	-31	6	-18	4	11	-8
CCCCC(=O)NC(c1ccccc1)c1ccc2cccnc2c1O (stereo unspecified)	-5	2	-2	0	-17	-14	0	55*	0	93*	65*
Cc1ccc(-c2noc(CN(C)C(=O)c3ccoc3C)n2)cc1	-5	-1	8	10	-20	-6	-110	-88	31	3	-21

Entries shown so far that have a halogen, in the order listed:
SMILES	CaV13 FRET inh	NR2E3 ag-1	PDI inh	KKLEB cytotox	NR2E3 ag-2	CF NFkB block	HIF-2a block	Peg3 prom inh	Vif imaging	Shn3 inh set2	MITF TRPM1 inh
O=C1CC(c2ccccc2)CC(O)=C1C=Nc1ccc(Cl)cc1 (stereo unspecified)	3	1	-2	4	-24	5	-15	-22	27	-10	-5
CC[C@@H](C)[C@@H]1CN([C@@H](C)CN2CCC[C@H]2CN2C(N)=NC[C@H]2CC(C)C)C(=N)N1CCc1ccc(Cl)c(Cl)c1	-10	x	10	-6	0	-9	1	-8	-3	-5	8
Cn1c(=O)c2c(ncn2CC(=O)OCC(=O)Nc2ccccc2Cl)n(C)c1=O	-1	2	18	0	17	18	9	12	x	-6	-6
FC(F)(F)c1cc(CCN2CCNC[C@@H]2Cc2ccccc2)cc(C(F)(F)F)c1	-5	5	-2	-11	1	25	-2	102*	x	40	81*

Additional structures follow.
SMILES	CaV13 FRET inh	NR2E3 ag-1	PDI inh	KKLEB cytotox	NR2E3 ag-2	CF NFkB block	HIF-2a block	Peg3 prom inh	Vif imaging	Shn3 inh set2	MITF TRPM1 inh
COC(=O)c1ccc(C2C(C(=O)c3cc4ccccc4o3)=C(O)C(=O)N2CCCN(C)C)cc1 (stereo unspecified)	-6	11	5	8	-20	-12	-6	-5	1	-24	11
COC(=O)CCCNC(=O)OCc1ccc([N+](=O)[O-])cc1	x	3	7	6	6	-10	14	2	-6	2	-18
CCOc1ccc(S(=O)(=O)N(CC)CC)cc1NC(=O)c1ccc(N2CCCC2=O)cc1	-11	-1	0	7	6	-16	14	21	-6	13	-1
COc1cc(Br)cc2cc(C(=O)NCC3CCCO3)c(=O)oc12 (stereo unspecified)	-6	1	-1	5	-5	2	10	12	5	-3	6
O=CN1CCN(C(=S)NC(=O)c2ccc(Cl)cc2)CC1	-10	x	0	23	11	-40	-1	7	-10	-7	13
O=C(O)Cc1ccc(C(=O)c2ccccc2F)s1	-4	0	4	1	-38	0	-1	-223	12	-2	1
CCC1CCC(NC(=O)Nc2cccc(OC)c2)CC1 (stereo unspecified)	-4	-1	1	-2	-126	-11	-247	-245	2	-100	-73
Cc1ccc(C(=O)C(OC(=O)CNC(=O)c2ccc(Cl)cc2)c2ccccc2)cc1 (stereo unspecified)	-4	0	5	-4	-10	8	4	-2	5	-26	2
CC(=O)NCCC(=O)Nc1cc(S(=O)(=O)N2CCCCC2)ccc1N1CCCCC1	-15	0	-5	9	21	-18	-5	8	1	3	9
O=C(C[n+]1cc(-c2ccc(Cl)c(Cl)c2)n2c1CCC2)OCc1ccccc1	-19	-2	1	6	-2	7	8	-18	-8	6	-5
O=C(C1=C[C@H](c2ccc(C(F)(F)F)cc2)C[C@H](OCc2ccc(CO)cc2)O1)N1CCN(Cc2ccccc2)CC1	-11	5	-4	2	16	2	-8	14	-9	6	-10
Cc1ccc(NC(=O)CSc2nc3[nH]ncc3c(=O)[nH]2)cc1Cl	-17	1	-2	-2	-37	0	0	12	-3	-12	0
CCOC(=O)N1CCN(S(=O)(=O)c2ccc(Br)cc2)CC1	-4	-2	2	-2	-1	2	20	8	-1	4	4
O=C(CSC1=NS(=O)(=O)c2ccccc2N1)c1ccccc1	-3	0	4	12	-35	-10	-79	-38	x	-10	-10
COc1cccc(OC)c1C(=O)Nc1ccccc1N1CCCC1	-4	-2	0	1	2	-9	4	13	-3	6	-1
O=C1c2ccccc2S(=O)(=O)N1CC(O)Cn1ccc2ccccc21 (stereo unspecified)	x	-2	5	2	-20	5	17	0	0	-4	-3
O=C(N=C1SC2CS(=O)(=O)CC2N1c1ccc(Cl)cc1Cl)C1CCCO1 (stereo unspecified)	-7	7	-4	-9	-16	4	2	17	-4	-9	7
Cc1cc(C)c(C#N)c(N2CCN(c3ccccc3)CC2)n1	-18	3	-5	9	-15	-14	13	8	x	-15	-3
CCN1CCCC1CNCc1cc(OC)c(OC)c(OC)c1 (stereo unspecified)	-6	-1	4	6	6	-15	19	6	-2	2	-5
CN(C)CCNc1ccc2nnn3c4ccc(O)cc4c(=O)c1c23	-7	x	-3	-17	-30	-30	27	75*	-9	-11	25
COCCNc1nc(Oc2cncc(Cl)c2)c2sccc2n1	-5	x	-3	-20	-32	62*	8	17	u	12	x
N#Cc1nc(-c2ccc(OCc3ccc(Cl)cc3)cc2)oc1N1CCC(C(N)=O)CC1	-10	5	-4	-1	-9	-7	-53	6	12	27	-8
CCOc1ccc(NC(=O)CN(C)S(=O)(=O)c2cccc3cccnc23)cc1	-4	-2	-6	19	-3	-21	-18	-22	13	14	0
COC(=O)C1C(=O)OC(C)(C)C1C(C)C(=O)c1ccc(C)cc1C (stereo unspecified)	-2	1	3	7	-20	-9	13	5	1	-3	-13
CSCCC(NS(=O)(=O)c1ccc(C)cc1)C(=O)NC1CCCCCC1 (stereo unspecified)	-6	3	4	0	-12	-1	3	10	-6	2	-1
CC1CCc2sc(C(=O)NCCCn3ccnc3)cc2C1 (stereo unspecified)	x	3	16	-10	-15	2	-18	-24	-19	-2	7
CCOC(=O)C(C)On1c(SC(C)C(=O)OCC)nc2ccccc2c1=O (stereo unspecified)	-3	2	0	-16	-14	10	-10	24	0	6	1
O=C(CSc1ncnc2ccccc12)N1CCNC1=O	-2	x	-2	8	-24	22	-103	-41	-3	-39	-23
COc1ccccc1NC(=O)OC(C)c1ccc(Cl)cc1 (stereo unspecified)	-4	-1	-1	1	-35	0	-9	-1	40	-4	13
CCN1C(=O)c2c(C)nc3ccccc3c2C1=O	-7	0	6	0	-11	-20	6	8	-3	13	-6
CCNC(=O)C1CCCN(C(=O)c2cc(F)cc(F)c2)CC1 (stereo unspecified)	-9	x	-4	-3	-30	-5	4	11	-13	-2	x
O=C1C2C3C=CC(C3)C2C(=O)N1c1nc2ccccc2s1 (stereo unspecified)	x	-3	18	2	-2	-17	-3	5	x	-16	4
COc1cccc(C(=O)Nc2ccc(NC(=O)c3ccco3)cn2)c1	x	1	6	-15	-23	-9	-147	-171	-3	-31	-54
COc1ccc(C(=O)Nn2c(CC(C)C)nc3cc(Cl)ccc3c2=O)c(OC)c1	-1	-1	3	-6	10	-12	19	19	-3	6	-7
CCOC(=O)c1ccc(-c2ccc(/C=N/NC(=O)CN(c3ccccc3Br)S(C)(=O)=O)o2)cc1	-3	1	-3	3	-48	-7	-160	-104	9	-6	-24
CCn1c(Cc2ccccc2)nnc1SCC(=O)N1CCCC1=O	-6	1	11	25	6	-25	6	8	-1	-9	-7
COc1ccccc1NC(=O)COc1ccc(/C=N/NC(=O)CSCc2cc(C)cc(C)c2)cc1	-6	-2	-8	3	2	-10	8	15	12	0	11
Cn1nc(C(=O)N2CCN(c3ccc(F)cc3)CC2)c2c1-c1ccccc1S(=O)(=O)C2	-7	3	-7	2	-18	8	2	7	9	-7	1
CC(C)N(C(=O)CSc1nnnn1-c1ccc2c(c1)OCO2)C(C)C	11	1	8	-11	-40	14	11	6	4	13	11
Cc1sc2nc(CN3CCOCC3)nc(N3CCC(C(N)=O)CC3)c2c1C	-4	-1	-1	3	11	-12	14	31	8	-3	-8
O=[N+]([O-])c1ccc(/C=N\NS(=O)(=O)c2ccc(F)cc2)o1	x	4	-7	11	-2	7	-17	-5	0	-1	14
COc1ccc2c(c1OC)C(=O)NC(C)=C(C(=O)OC(C)(C)C)C2O (stereo unspecified)	-5	0	1	-2	-18	14	0	6	5	-26	9
Cc1cc(C)cc(NC(=O)Cn2nnc(C(=O)NCc3ccccc3Cl)c2N)c1	-7	-2	2	-5	2	12	9	23	-1	44	6
CCCC(C)NC(=O)CSc1nnc2ccccn12 (stereo unspecified)	-4	-1	-13	5	4	-18	9	3	-3	21	11
COc1cc(NC(=O)CN2C(=O)c3ccccc3S2(=O)=O)c(OC)cc1Cl	-2	-2	-1	-12	-3	-5	13	0	35	-30	-11
COc1ccccc1NC(=O)C1C2C=CC3(CN(Cc4cccnc4)C(=O)C13)O2 (stereo unspecified)	3	2	x	9	-43	3	-12	-16	9	3	x
COc1ccc([C@@H]2[C@@H]3C(=O)N(C(C)(C)C)C(=O)[C@@H]3[C@]3(CC(C)C)C(=O)N(c4cccc(F)c4)C(=O)N23)cc1	-6	1	0	-8	-21	-6	2	-10	-2	5	-10
